From PubChem
GAA glycogen: GAA glycogen-cleavage inhibition or activation. P10253. recombinant GAA, glycogen substrate, Amplex Red glucose oxidase fluorescence. Potency, µM (titrated, usually from 76.4 µM), for inactives: top-dose activity change, negative = inhibition, hits mostly inhibitors. 300,000 compounds, 0.38% hits. AID 2100; active = well fitted inhibition curve with a large enough effect; inconclusive = small, poorly fitted or top-dose-only effect, or another doubt; inactive = no such curve, though single readings can be large or run the other way;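 note: 0% = full enzyme reaction and -100% = no-enzyme basal signal; the screen sought inhibitors and activators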
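qHTS, 1536-well; enzyme 4 nM final; cpd up to 77 uM; substrate bovine liver glycogen 30 ug; 50 mM citrate/phosphate pH 5.0, 0.01% Tween-20; 37 C, 40 min; Amplex Red detection 45 min RT; Hill fit → AC50.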
* marks the source's active call; other numbers are inactive results; ? = inconclusive; [ ] = remark or other dose. Potency is the fitted concentration of half-maximal effect. The list is partial; the hit share may differ from the screen's.

GAA glycogen | Compound
6%[76.3 µM] | COc1ccc(NC(=O)COc2ccccc2C(=O)NCC(c2ccccc2)N(C)C)cc1Cl (centres undefined)
0%[76.3 µM] | COc1cccc(-c2c(C(=O)N/N=C/c3cccnc3)nnn2-c2nonc2N)c1
-12% | COc1cccc(NC(=S)N(C)C2CCN(C)CC2)c1
4% | COc1cc(C(=O)NCC(=O)N/N=C/c2cccnc2)cc(OC)c1OC
7% | C=CCOc1ccc(C(c2c(C(=O)O)[nH]c3ccccc23)c2c(C(=O)O)[nH]c3ccccc23)cc1
-4% | Cc1ccc(OCC(=O)Nc2ccc3oc(=O)ccc3c2)cc1C
-19% | O=C(CN1CCCN(S(=O)(=O)c2ccc(F)cc2)CC1)Nc1cccc(F)c1
-1%[76.3 µM] | COc1ccccc1CNC(=O)CCNS(=O)(=O)c1ccc2c(c1)CC(C)N2C(C)=O (centres undefined)
? | O=C(c1ccc(NS(=O)(=O)c2ccc(F)cc2)cc1)N1CCN(c2ccccc2O)CC1
2% | COc1ccccc1C(=O)Nc1ccc2nc3n(c(=O)c2c1)CCCC3
10%[76.3 µM] | O=C(CN1C(=O)CSc2ncccc21)Nc1cccc(Cl)c1
-3%[76.3 µM] | CC(C)(C)c1ccc(C(=O)N2CCN(CCNC(=O)C(=O)Nc3ccc(F)cc3)CC2)cc1
-4% | CCOC(=O)c1nn(-c2ccc(Cl)cc2)c(C)cc1=O
-4% | Cc1cccc(NC(=O)/C(C#N)=C/c2ccc(F)cc2)n1
21% | CCCN1CCc2c(sc3nc(SCC)n(-c4ccccc4)c(=O)c23)C1
3%[76.3 µM] | CCCC(C)C(=O)Nc1ncc(S(=O)(=O)c2ccc([N+](=O)[O-])cc2)s1 (centres undefined)
1%[76.3 µM] | CCCc1cc(=O)oc2cc(C)cc(OCC(=O)Nc3ccc(CN4CCOCC4)cc3)c12
-6%[76.3 µM] | COc1ccccc1OCCNC(=O)c1ccc2c(c1)CCC2
3%[76.3 µM] | CC(C)Cc1nnc(NC(=O)CCC(=O)N2CCN(C3CCCC3)CC2)s1
3% | Cc1cccc(C)c1NC(=O)N1CCC(C(=O)c2ccc(F)cc2)CC1
? | S=c1[nH]c2ccccc2n2c(=S)[nH]nc12
-18%[76.3 µM] | O=C1C(=O)N(Cc2cccnc2)C(c2cccc([N+](=O)[O-])c2)/C1=C(/O)c1ccc2c(c1)OCO2 (centres undefined)
20%[76.3 µM] | CCc1cc(=O)oc2c(C)c(OCC(=O)N3CCC(C(=O)O)CC3)ccc12
7% | CC(Sc1nnc(CC(C)c2ccccc2)n1N)C(N)=O (centres undefined)
2%[76.3 µM] | COc1ccc(NC(=O)Cn2nnc(C(=O)NCc3cccs3)c2N)cc1OC
-5%[76.3 µM] | O=C(NCc1cccc(Cl)c1)c1ccncc1
0% | CCS(=O)(=O)c1ccc2oc(Nc3cc(Cl)ccc3OC)nc2c1
11%[76.3 µM] | COc1ccc(OC)c(C(=O)/C=C/c2cccnc2)c1
1% | CCCCC(=O)NNC(=O)N1c2ccccc2Sc2ccccc21
4% | CCOCCCNC(=O)c1ccc2c(c1)N(CC)C(=O)c1ccccc1S2=O (centres undefined)
-3% | O=C(O)C(Cc1ccc(Cl)cc1)NS(=O)(=O)c1ccc(Cl)cc1 (centres undefined)
-4% | COc1ccc(CNC(=O)C(C)N(Cc2ccccc2OC)C(=O)c2snc(C(N)=O)c2N)cc1 (centres undefined)
-6%[76.3 µM] | COc1ccc2oc(C(=O)OCC(=O)N3CCC(C)CC3)c(C)c2c1
3% | CCCN1CC(=O)N2C(c3ccccc3)c3[nH]c4ccccc4c3C[C@H]2C1=O (some centres undefined)
-3% | CCOCCCNC(=O)CN1C(=O)NC(Cc2c[nH]c3ccccc23)C1=O (centres undefined)
-1% | CCCCNC(=O)C1(O)c2ccccc2NC(=O)N1c1ccc(Cl)cc1 (centres undefined)
-3% | O=C(O)c1ccc(COc2ccc([N+](=O)[O-])cc2)o1
-2% | Nn1cnnc1N/N=C/c1cccc(Cl)c1Cl
-4%[76.3 µM] | CC(=O)c1sc(NC(=O)c2ccc(Br)o2)nc1C
1% | COc1cc(/C=N/Nc2cc(C)nc(N)n2)ccc1O
-1% | COc1ccc2cc(C(=O)N3CCc4ccccc43)[nH]c2c1
-2%[76.3 µM] | COc1cccc2cc(C(=O)OCc3ccccc3)c(=O)oc12
1%[76.3 µM] | Cc1ccc(N2CC(C(=O)OCC(=O)c3ccc(F)cc3)CC2=O)cc1 (centres undefined)
-3% | Cc1nn(-c2ccccc2)c(C)c1C(=O)NCc1ccccc1F
-3%[76.3 µM] | COc1cccc(OCc2cc(C(=O)N3CCN(c4ccccc4O)CC3)no2)c1
-2% | Nc1c(-c2ccc3c(c2)OCCO3)oc2ccccc2c1=O
-5%[76.3 µM] | CCC1Sc2ccc(S(=O)(=O)CCC(=O)Nc3ccccc3Br)cc2NC1=O (centres undefined)
-1%[76.3 µM] | COCCN1CCN(C(=O)c2ccc3oc(CCc4ccccc4)nc3c2)CC1
2%[76.3 µM] | O=C(CCCn1cncn1)N1CCCC(N2CCN(c3ccc(F)cc3)CC2)C1 (centres undefined)
1% | O=C(c1ccco1)C(O)c1ccco1 (centres undefined)

(further entries)
GAA glycogen | Compound
0%[76.3 µM] | CCCn1nnnc1NCc1ccc(N(CC)CC)cc1
8%[76.3 µM] | Cc1ccc(C(C(=O)NC2CCCCC2)N(Cc2cccnc2)C(=O)c2csnn2)cc1 (centres undefined)
3% | COc1cc(/C=N/NC(=O)c2ccncc2)cc2c1OCO2
-11%[76.3 µM] | Cn1c(O)c(N=NC(=O)CNC(=O)c2cccnc2)c2ccccc21
1% | CCOC(=O)N1CCN(CC(O)COc2c(C)cc(C)cc2C)CC1 (centres undefined)
-5%[76.3 µM] | CCNC(=O)c1ccc(NS(=O)(=O)c2ccc3[nH]c(=O)[nH]c3c2)cc1
-10%[76.3 µM] | Cc1cccc(N2CCN(C(=O)c3cc(COc4ccc(F)c(F)c4)on3)CC2)n1
-9% | COc1ccc(NC(=O)CN2CCC(C(=O)c3ccc(F)cc3)CC2)c(OC)c1
-2%[76.3 µM] | O=C(NCCCn1ccnc1)c1nc(Cn2ccc([N+](=O)[O-])n2)no1
1% | COc1ccc(NC(=O)c2cn(C)c(=O)c3cc(OC)c(OC)cc23)cc1OC
0%[76.3 µM] | Cc1cc(C)n(CCCNC(=O)Cn2nnnc2CN2C[C@@H](C)O[C@@H](C)C2)n1
4% | COc1ccccc1C1(O)C(=O)Nc2ccc(C)cc21 (centres undefined)
-6%[76.3 µM] | COc1ccc(-c2csc(NC(=S)NC(=O)/C=C/c3ccc(C(C)C)cc3)n2)cc1OC
-1% | COc1ccccc1C(=O)NCc1nnc(SC(C)C(=O)Nc2nccs2)n1C (centres undefined)
-7% | COc1ccc(N(CC(=O)NCc2ccco2)C(=O)CCC(=O)Nc2nccs2)c(OC)c1
6% | Cc1c(C)n(-c2ccc(Cl)cc2)c2ncnc(N)c12
1% | CNc1ccc2c3c(cccc13)C(=O)N(C)C2=O
-22% | COc1ccc(/C=N/N2C(C)CCCC2C)cc1OC (centres undefined)
-10% | CCCCC(C(=O)NC1CCCC1)N(C(=O)c1snc(C(N)=O)c1N)c1ccc(F)cc1 (centres undefined)
1%[76.3 µM] | Cc1cccc(CC(=O)N2CCCC2)c1
1%[76.3 µM] | Cc1cc(C)c(CN2CCC(n3nccc3NC(=O)CCOc3ccccc3)CC2)cc1C
0% | CNC(=O)c1cccc(NC(=O)C(C)c2ccc3cc(OC)ccc3c2)c1 (centres undefined)
-6% | C#CCOc1c(Cl)cc(/C=C2/C(=O)ON=C2C)cc1OCC
-24%[76.3 µM] | C/C(=N\NC(=O)c1ccncc1)c1ccc(NC(=O)c2ccc(Cl)cc2)cc1
2% | COc1cc2c(cc1OC)C(C)N(C(=O)Cc1ccc(C(F)(F)F)cc1)CC2 (centres undefined)
-4% | CCC(C)c1c(O)nc(SCC(=O)N2CCCCCC2)[nH]c1=O (centres undefined)
1% | CCCC(=O)Nc1nn(CC)c2nc3ccc(C)cc3cc12
3% | CN(C)CCCNC(=S)/N=c1\sccn1Cc1ccccc1Cl
6%[76.3 µM] | CCOc1ccc(Cl)cc1S(=O)(=O)N1CCC(C(=O)NCc2ccco2)CC1
4% | CC(=O)c1ccc(-n2c(CCC(=O)O)ccc2-c2ccccc2)cc1
6%[76.3 µM] | CCc1ccc(S(=O)(=O)N/N=C\c2cn(CC(N)=O)c3ccccc23)cc1
-1% | COc1cc2c(c(OCC(=O)NC(C)C)c1)C(=O)O[C@@H](C)CCCC(=O)CCCCC2
7% | COc1cccc(NC(=O)N2CCC(NC(=O)C(Cc3cccc(C)c3)NC(C)=O)CC2)c1 (centres undefined)
-7%[76.3 µM] | CCOCCCNC(=O)c1cn(CC)c2ccc(S(=O)(=O)N3CCCC3)cc2c1=O
3% | CCCOc1ccc2c(c1)C(=NN=C(N)N)c1cc(OCCC)ccc1-2
0%[76.3 µM] | CN(C(=O)CCNC(=O)N1CC(=O)Nc2ccccc21)C1CCCCC1
-3%[76.3 µM] | C=CCN(c1ccccc1)S(=O)(=O)c1ccc2c(c1)N(C(C)=O)CCO2
-19%[76.3 µM] | Cc1cc(N2C(=O)C(O)=C(C(=O)c3cc4ccccc4o3)C2c2cccc(Cl)c2)no1 (centres undefined)
5%[76.3 µM] | CCOc1ccc(NC(=O)N2CCC(NC(=O)C(Cc3ccccc3OC)NC(C)=O)CC2)cc1 (centres undefined)
-2% | Cc1ccc(Nc2c([N+](=O)[O-])ccc3nonc23)c(C)c1

Some of these compounds in order of heavy-atom count, high to low:
GAA glycogen | Compound
5%[76.3 µM] | CCOc1ccc(NC(=O)N2CCC(NC(=O)C(Cc3ccccc3OC)NC(C)=O)CC2)cc1 (centres undefined)
7% | COc1cccc(NC(=O)N2CCC(NC(=O)C(Cc3cccc(C)c3)NC(C)=O)CC2)c1 (centres undefined)
-19%[76.3 µM] | Cc1cc(N2C(=O)C(O)=C(C(=O)c3cc4ccccc4o3)C2c2cccc(Cl)c2)no1 (centres undefined)
-7%[76.3 µM] | CCOCCCNC(=O)c1cn(CC)c2ccc(S(=O)(=O)N3CCCC3)cc2c1=O
6%[76.3 µM] | CCc1ccc(S(=O)(=O)N/N=C\c2cn(CC(N)=O)c3ccccc23)cc1
0%[76.3 µM] | CN(C(=O)CCNC(=O)N1CC(=O)Nc2ccccc21)C1CCCCC1

As a short view, part of the list above:
GAA glycogen | Compound
6%[76.3 µM] | COc1ccc(NC(=O)COc2ccccc2C(=O)NCC(c2ccccc2)N(C)C)cc1Cl (centres undefined)
0%[76.3 µM] | COc1cccc(-c2c(C(=O)N/N=C/c3cccnc3)nnn2-c2nonc2N)c1
-12% | COc1cccc(NC(=S)N(C)C2CCN(C)CC2)c1
4% | COc1cc(C(=O)NCC(=O)N/N=C/c2cccnc2)cc(OC)c1OC
7% | C=CCOc1ccc(C(c2c(C(=O)O)[nH]c3ccccc23)c2c(C(=O)O)[nH]c3ccccc23)cc1
-4% | Cc1ccc(OCC(=O)Nc2ccc3oc(=O)ccc3c2)cc1C
-19% | O=C(CN1CCCN(S(=O)(=O)c2ccc(F)cc2)CC1)Nc1cccc(F)c1

New compounds follow.
GAA glycogen | Compound
7% | CCCCn1c(=O)[nH]c(=O)c2c1nc(-c1ccccc1OC(F)F)n2C
-7% | NC(=O)c1nsc(C(=O)N(Cc2ccco2)C(C(=O)NCc2ccc(F)cc2)c2ccc(O)cc2)c1N (centres undefined)
-7%[76.3 µM] | COCCCNC(=O)C1=CCN(S(=O)(=O)c2ccc(C)cc2)CC1
-4%[76.3 µM] | CCN(CC1CCCN(CCc2cccc(F)c2)C1)C(=O)c1cc2ccccc2o1 (centres undefined)
-10% | CCOC(=O)N1CCN(C(=O)c2cc3cc(F)ccc3[nH]2)CC1
9% | O=C(c1cc(-c2ccc(Cl)cc2Cl)on1)N1CCCCCC1
-3% | CN(C)S(=O)(=O)c1cccc(NC(=O)c2c[nH]c3ccccc23)c1
1%[76.3 µM] | CCC1Sc2ccc(S(=O)(=O)CCC(=O)NCc3cccs3)cc2NC1=O (centres undefined)
-4% | Cc1cc(NC(=O)CCC(=O)N(CC(=O)NC2CCCC2)c2ccc(C(C)C)cc2)no1
-3%[76.3 µM] | COc1ccc(CCN2CC(C(=O)NCc3ccccc3)CCC2=O)cc1 (centres undefined)
0% | CC1CCCN(CCCNS(=O)(=O)c2cc(Br)cc3c2N(C(=O)C2CC2)CC3)C1 (centres undefined)
? | COc1ccc(NC2CCCN(C(=O)c3ccccc3N3CCOCC3)C2)cc1OC (centres undefined)
1% | O=C(CN1C(=O)N/C(=C\c2ccccc2OCc2ccc(C(=O)O)cc2)C1=O)Nc1ccccc1F
-1%[76.3 µM] | Cc1cccnc1CCNC(=O)c1ccc(OC2CCN(Cc3ccccn3)CC2)cc1
-1%[76.3 µM] | Cc1ccccc1OC(C)C(=O)Nc1ccc2c(c1)OCCO2 (centres undefined)
-11%[76.3 µM] | COc1ccc(CCNC(=O)COC(=O)COc2c(C)cc(C)cc2C)cc1OC
-2%[76.3 µM] | CC1CCN(CCc2nc3cc(NC(=O)COc4ccc(Cl)cc4)ccc3n2C)CC1
-2%[76.3 µM] | COc1cc(CN2CCC(n3nccc3NC(=O)c3ccc4c(c3)OCO4)CC2)ccc1O
-2%[76.3 µM] | O=C(c1ccccc1)C1CCN(C(=O)C2CCC(=O)N(Cc3ccccc3F)C2)CC1 (centres undefined)
1% | COc1cccc(OCCOc2ccc(/C=C3/SC(=S)NC3=O)cc2)c1
0%[76.3 µM] | O=C(CC1C(=O)NCCN1Cc1ccc(F)cc1Cl)NC1CCCCCCC1 (centres undefined)
-4% | CCOc1ccccc1NC(=O)CSc1nnnn1C1CCCC1
2% | Cc1ccc(-c2ccc(CCC(=O)O)n2-c2cccc(C(=O)O)c2)cc1
